hIAP block – blocks human intestinal alkaline phosphatase | purified IAP, CDP-Star luminescence, 30 min | inhibition, % at 10 µM | hit rate 0.12% among 330,000 | AID 2544;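 active means inhibition reaching a set limit with compound at 10 µM in the primary screen, cut at about 35% in these data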;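 further: plate controls were DMSO wells with enzyme for no effect and no-enzyme buffer wells for full effect; values of inactives mirror those of a sister screen read the other way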
Target sequence (P09923 whole entry, looked up): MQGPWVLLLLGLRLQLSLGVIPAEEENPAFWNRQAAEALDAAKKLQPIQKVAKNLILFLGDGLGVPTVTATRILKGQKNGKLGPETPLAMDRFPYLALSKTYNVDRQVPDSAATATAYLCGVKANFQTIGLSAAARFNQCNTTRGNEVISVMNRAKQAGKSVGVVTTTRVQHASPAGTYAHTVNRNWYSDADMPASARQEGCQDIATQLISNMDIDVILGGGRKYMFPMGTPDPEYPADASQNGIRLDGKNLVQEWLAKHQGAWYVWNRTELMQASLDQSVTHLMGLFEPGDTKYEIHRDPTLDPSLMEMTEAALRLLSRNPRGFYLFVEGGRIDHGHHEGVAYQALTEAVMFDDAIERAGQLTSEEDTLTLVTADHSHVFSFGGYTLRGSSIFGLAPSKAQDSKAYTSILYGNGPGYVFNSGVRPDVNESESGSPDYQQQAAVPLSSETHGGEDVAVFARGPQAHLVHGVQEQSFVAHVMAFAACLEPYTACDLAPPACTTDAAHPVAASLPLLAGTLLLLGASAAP
mIAP activ – mouse IAP activation. AID 2805. activation factor at 10 µM. muIAP, CDP-Star luminescence, 30 min; active compounds read high; 1 = vehicle-only enzyme signal, 0 = enzyme-free wells. hit rate 0.24% among 330,000;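 active means activation factor of at least 2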; further: the source names both 10 and 20 µM as test concentration; values of inactives mirror those of a sister screen read the other way
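Assay system: mouse IAP enzyme / Compound: DMSO-dissolved test compounds / Timing: 30 min, room temperature / Measured by: luminescence from enzymatic CDP-Star hydrolysis / Control set: DMSO-only wells, enzyme-free buffer wells as negative control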
TIM10 inh – growth inhibitors of TIM10 yeast strain. S. cerevisiae TIM10 strain growth, BacTiter-Glo luminescence, 24 h. inhibition, % at 10 µM. hit rate 1.4% among 330,000. AID 463195;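 active means inhibition of 40% or more at the single tested concentration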;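 further: wild-type TIM10 isogenic control strain grown at permissive 25 °C; 0% = DMSO yeast wells and 100% = minimal medium wells without yeast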
mIAP block – blocks mouse intestinal alkaline phosphatase. inhibition, % at 10 µM. hit rate 0.2% among 330,000. AID 2806. purified mouse IAP, CDP-Star luminescence, 30 min;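 active means inhibition of at least 40% at 10 µM in the primary screen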;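 further: plate controls were DMSO with enzyme for no effect and no enzyme wells for full effect; values of inactives mirror those of a sister screen read the other way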
tim10-1 inh – inhibits growth of tim10-1 mutant yeast; hit rate 2.2% among 330,000; S. cerevisiae tim10-1 ts strain growth, BacTiter-Glo, 24 h; AID 463190; inhibition, % at 20 µM;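 active means inhibition of at least 40%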;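 further: mutant grown at 25 °C; 0% = DMSO wells with yeast and 100% = wells holding no yeast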
ATG4B inhibitor – inhibitors of human ATG4B cysteine protease | ATG4B cleavage of LC3-PLA2, NBD-HPC fluorescence, 1 h | Q9Y4P1 | AID 504462 | inhibition, % at 8.33 µM | hit rate 0.51% among 340,000; in the data active means inhibition above about 40%
Target sequence (Q9Y4P1 whole entry, looked up): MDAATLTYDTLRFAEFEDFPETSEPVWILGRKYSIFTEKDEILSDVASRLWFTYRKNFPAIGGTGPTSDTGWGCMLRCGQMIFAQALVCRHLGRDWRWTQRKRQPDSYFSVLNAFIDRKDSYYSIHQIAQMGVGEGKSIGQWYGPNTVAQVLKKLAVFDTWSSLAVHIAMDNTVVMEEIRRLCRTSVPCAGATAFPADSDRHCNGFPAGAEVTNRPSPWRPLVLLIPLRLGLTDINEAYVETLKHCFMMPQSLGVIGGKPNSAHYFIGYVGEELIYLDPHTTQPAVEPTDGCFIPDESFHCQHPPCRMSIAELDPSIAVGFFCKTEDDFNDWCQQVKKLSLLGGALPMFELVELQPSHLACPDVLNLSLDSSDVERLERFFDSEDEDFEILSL
hIAP act – increases human intestinal alkaline phosphatase activity. P09923. hit rate 0.16% among 330,000. activation factor at 10 µM. purified human IAP, CDP-Star luminescence, 30 min; active compounds read high; 1 = vehicle-only enzyme, 0 = enzyme-free background;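 active means activation factor of the enzyme at least 2-fold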; further: the source names both 10 and 20 µM as test concentration; values of inactives mirror those of a sister screen read the other way
NALP3 yeast inh – blocks the NALP3 inflammasome reconstituted in yeast | AID 2825 | inhibition, % at 10 µM | hit rate 0.39% among 330,000 | Yeast reconstituted NLRP3/ASC/caspase-1, beta-gal luminescence, 24 h;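 active means inhibition of 50% or more; inactive means inhibition below 50%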;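 further: plate controls were induced DMSO wells for no effect and uninduced yeast grown without galactose for full effect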
Apaf-1 inh – human Apaf-1 inhibition; reconstituted apoptosome caspase-3 activity, DEVD-Rh110 fluorescence; inhibition, % at 20 µM; hit rate 0.71% among 330,000; AID 489030; active means inhibition of at least 40% at 20 µM;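 further: plate controls were DMSO wells for no effect and DEVD-CHO caspase inhibitor wells for full effect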
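Material: biochemical Apaf-1 apoptosome reconstitution. Medium: Hepes buffer, pH 7.5. Also added: cytochrome c activation, bis-DEVD rhodamine 110 substrate. Timing: 30 min compound preincubation, 50 min activation, room temperature. Measured by: rhodamine 110 fluorescence at Ex 480/Em 540 nm.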
The depositor's hits bear a star.

Fields: hIAP block | mIAP activ | TIM10 inh | mIAP block | tim10-1 inh | ATG4B inhibitor | hIAP act | NALP3 yeast inh | Apaf-1 inh
> CCOC(=O)CCNC(=O)N1CCC(CCC(=O)NCc2ccc(F)cc2)CC1
  -30.7 | 1.05 | -7.1 | -5.0 | 1.7 | 2.2 | 1.31 | 5.2 | -8.1
> O=S(=O)(CCN1CCOCC1)c1ccc(OC(F)(F)F)cc1
  6.5 | 0.99 | 9.1 | 1.0 | -8.3 | -4.9 | 0.935 | 10.2 | -2.9
> O=C(C[n+]1ccc(C(=O)NCc2ccccc2)cc1)c1ccc2c(c1)OCCO2
  -3.7 | 0.996 | -10.4 | 0.4 | -8.2 | -6.3 | 1.04 | 1.6 | 12.3
> CCOc1ccccc1NC(=O)C1C2CCC(O2)C1C(=O)O (stereo not given)
  14.5 | 1.01 | -7.9 | -0.9 | 7.3 | 1.5 | 0.855 | 6.0 | -11.1
> Cc1cc(F)cc(C)c1Cn1cnc2c(cnn2C(C)(C)C)c1=O
  -29.1 | 1.05 | 9.8 | -5.3 | 16.4 | 5.6 | 1.29 | 0.4 | 25.1
> O=C(CSc1nc2ccccc2o1)Nc1ccc(Cl)cc1
  -19.0 | 1.13 | 2.9 | -13.0 | 9.2 | -5.9 | 1.19 | 8.0 | -0.7
> CCOC(=O)N1CCN(C(=O)Cn2c(=O)sc3ccccc32)CC1
  -4.9 | 1.04 | -1.7 | -4.4 | 5.7 | -2.8 | 1.05 | 17.4 | 14.0
> Cc1cc(C)nc(/N=C(\N)Nc2ccc([N+](=O)[O-])cc2)n1
  -9.2 | 0.94 | -0.6 | 6.0 | -13.6 | -1.3 | 1.09 | 9.0 | -3.6
> O=C(Cc1cccc([N+](=O)[O-])c1)Nc1cccc(C(=O)N2CCOCC2)c1
  4.3 | 1.05 | -6.3 | -4.7 | -5.9 | -0.3 | 0.957 | 8.7 | 6.6
> Nc1c(-c2ccccc2)cnc2c(-c3ccccc3)cnn12
  20.9 | 1.06 | 6.9 | -5.7 | 16.4 | 11.9 | 0.791 | 20.9 | 7.2
> CCOC(=O)N1CCN(c2c(N3CCN(c4ccccc4F)CC3)c(=O)c2=O)CC1
  1.7 | 1.1 | 0.5 | -9.8 | 3.8 | -3.2 | 0.983 | 5.0 | -9.7
> Cc1ccc(CNC(=O)c2ccccc2NC(=O)CN2CC(C)OC(C)C2)cc1 (stereo not given)
  10.7 | 0.984 | 1.4 | 1.6 | 6.5 | 0.8 | 0.893 | 18.4 | 2.7
> CN(c1ccc(C(=O)Nc2ccc3c(c2)OCCO3)cc1)S(C)(=O)=O
  1.1 | 1.08 | -9.4 | -7.7 | -14.0 | -8.5 | 0.989 | 4.6 | -4.6
> O=C(NCCCCc1ccccc1)C1CC(c2cccc(F)c2)=NO1 (stereo not given)
  -0.4 | 0.985 | -18.4 | 1.5 | 21.3 | -6.3 | 1 | 35.5 | 4.7
> O=S(=O)(c1ccc(NC(=S)NCc2ccc(F)cc2)cc1)N1CCOCC1
  -5.0 | 1.61 | 1.1 | -61.3 | -5.8 | 28.4 | 1.05 | -1.7 | 8.5
> COc1ccccc1C(=O)OCCCN=C1NS(=O)(=O)c2ccccc21
  1.3 | 0.98 | 1.3 | 2.0 | -23.1 | 0.4 | 0.987 | 4.9 | -3.4
> CS(=O)(=O)NCCSCc1ccccc1
  2.9 | 0.982 | -11.3 | 1.8 | -17.8 | -0.9 | 0.971 | 13.5 | -1.0
> O=[N+]([O-])c1ccc(N2CCN(Cc3ccccc3)CC2)nc1
  19.7 | 0.994 | -9.9 | 0.6 | -12.4 | -6.3 | 0.803 | 13.9 | 0.4
> CCOC(=O)C(C(=O)OCC)=C1OC(=O)c2ccccc21
  2.5 | 1.08 | 1.9 | -7.8 | 10.9 | -9.1 | 0.975 | 4.2 | 7.6
> COc1ccc(S(=O)(=O)N2CCOCC2)cc1NC(=O)CSc1ncnc2ccccc12
  8.6 | 0.933 | 11.6 | 6.7 | 10.6 | -2.6 | 0.914 | 16.6 | -3.2
> COc1ccc(S(=O)(=O)N2CCC(C(=O)NC3CCCCC3)CC2)cc1C
  -5.5 | 1.01 | -20.3 | -1.4 | -0.6 | -2.4 | 1.05 | 9.0 | 8.6
> O=C(CSc1nncn1-c1ccccc1)NC1CCCc2ccccc21 (stereo not given)
  26.6 | 0.954 | 4.7 | 4.6 | 5.2 | 8.8 | 0.734 | 6.3 | -12.2
> Cc1ccc(CNC(=O)c2cccnc2Cl)cc1
  8.9 | 1.07 | 1.6 | -6.7 | 2.7 | -10.1 | 0.911 | 6.7 | 1.0
> CC(O)C(NS(=O)(=O)c1ccc(Cl)cc1)C(=O)OCC(=O)N1CCN(c2ccccc2)CC1 (stereo not given)
  -1.0 | 0.953 | 21.8 | 4.7 | 14.7 | 17.9 | 1.01 | -6.0 | 9.7
> CCC(C)NC(=O)CN1C(=O)NC2(CCc3ccccc3C2)C1=O (stereo not given)
  -3.6 | 1 | -17.0 | -0.5 | -5.4 | 1.9 | 1.04 | -1.5 | -14.6
> CCOC(=O)N1CCc2c(sc(NC(=O)CN3CCOCC3)c2C#N)C1
  -5.5 | 1.05 | -14.3 | -4.9 | -5.7 | -7.7 | 1.05 | 7.4 | 3.6
> CCOC(=O)C1=C(C)NC(=O)C(C#N)C1c1ccncc1 (stereo not given)
  -5.1 | 0.945 | 7.2 | 5.5 | -8.5 | -10.0 | 1.05 | -4.0 | -6.1
> COc1cc(C)c(NC(=O)COc2ccc3c(c2)OCO3)cc1C
  7.1 | 1.01 | 1.2 | -0.9 | 17.9 | -16.4 | 0.929 | 31.5 | 5.3
> Cc1ccc(NC(=S)NNC(=O)CSc2nc3ccccc3c(=O)n2-c2ccc(C)cc2)cc1
  15.3 | 1.04 | 32.7 | -3.9 | 57.1* | 88.0* | 0.847 | -2.1 | 26.6
> Cc1noc(C)c1S(=O)(=O)N(CC(=O)NCCc1ccccc1)c1ccc(C(C)C)cc1
  -4.9 | 1.14 | -3.6 | -13.9 | 10.9 | -5.5 | 1.05 | -8.6 | 18.5
> Cc1ccc(NC(=O)C2C3C=CC4(O3)C2C(=O)N(CCCN2CCCCC2)C4C(=O)NC2CCCCC2)cc1C (stereo not given)
  -35.9 | 1.06 | -13.4 | -6.2 | 2.1 | -4.1 | 1.36 | -11.1 | 6.7
> CC(=O)C(Cc1ccccc1)(Cc1ccccc1)C(C)=O
  -12.6 | 1.06 | -21.3 | -6.0 | -22.2 | -4.2 | 1.13 | -6.0 | -0.9
> Cc1sc2nc3n(c(=O)c2c1C)CCCCC3
  -5.7 | 0.939 | -12.0 | 6.1 | -20.8 | -12.5 | 1.06 | 8.4 | -4.5
> Cc1ccc(C(C)C)c(OCCNC(=O)c2cncc(Br)c2)c1
  -11.7 | 1.03 | -5.1 | -3.1 | 30.4 | 3.7 | 1.12 | 30.3 | 23.0
> O=S(=O)(c1ccc(Br)cc1Cl)N1CCCN(c2ccc(C(F)(F)F)cn2)CC1
  0.8 | 0.99 | 7.9 | 1.0 | 7.0 | -1.3 | 0.992 | 25.1 | 19.5
> Cc1cc(C)n2nc(SCc3cccc(S(=O)(=O)N(C)C)c3)nc2n1
  9.4 | 1.12 | -5.3 | -11.7 | 29.6 | 11.1 | 0.906 | 7.1 | 5.0
> CC1(C)CC(=O)C2=C(C1)OC(N)=C(C#N)C2c1ccccc1OC(=O)N1CCOCC1 (stereo not given)
  6.4 | 1.03 | -12.0 | -3.3 | -8.3 | -4.4 | 0.936 | 5.6 | -17.1
> CC(OC(=O)CCc1nc2ccccc2c(=O)[nH]1)C(=O)c1ccc(C(C)(C)C)cc1 (stereo not given)
  -5.0 | 1.07 | 20.5 | -7.2 | 19.8 | -16.8 | 1.05 | -4.6 | 28.9
> Cc1cc(C(=O)OCC(=O)NCc2cccs2)c2ccccc2n1
  1.8 | 0.944 | -3.9 | 5.6 | 16.4 | 1.6 | 0.982 | 6.2 | -5.7
> Cc1ccc(C(=O)N2CCN(c3ccc(NC(=O)COc4ccccc4C)cc3)CC2)cc1
  0.1 | 1.25 | 13.0 | -24.5 | 22.3 | 8.2 | 0.999 | 16.3 | 22.1
> COc1ccc(N2CC(C(=O)NC3CC(C)(C)NC(C)(C)C3)CC2=O)cc1 (stereo not given)
  6.1 | 1.04 | -3.3 | -3.5 | -5.7 | 5.3 | 0.939 | 2.9 | -9.0
> NC(=O)CNc1ncc(C(F)(F)F)cc1Cl
  1.5 | 0.979 | -2.5 | 2.1 | 2.3 | -8.0 | 0.985 | 17.3 | -0.5
> CC(C)(C)c1ccc(OCc2ccc(C(=O)N/N=C3\CC4CC=CC34)cc2)cc1 (stereo not given)
  -5.7 | 0.918 | 10.7 | 8.2 | 21.3 | 48.8* | 1.06 | 37.5 | 9.2
> COc1cccc(/C=N/NC(=O)CSc2nnc(C)n2-c2ccccc2)c1O
  -65.6 | 0.93 | 10.6 | 7.1 | -3.8 | -11.3 | 1.66 | 10.5 | 2.8
> CCN(CC)Cc1c(-c2ccccc2)[nH]c2ccc(C)cc2c1=O
  -10.0 | 0.913 | -0.8 | 8.7 | 4.6 | 0.8 | 1.1 | 9.4 | -2.4
> CCc1ccccc1NC(=O)CCS(=O)(=O)c1ccc(Br)cc1
  -19.2 | 1.07 | -12.4 | -7.4 | -2.2 | -3.0 | 1.19 | 10.1 | -10.5
> Cc1cc(C)c(-c2csc(NC(=O)C3=COCCO3)n2)cc1C
  -3.5 | 0.998 | 3.2 | 0.2 | -8.6 | 8.8 | 1.03 | 32.1 | 26.2
> O=C(NCc1ccc(F)cc1)c1cnc2sccn2c1=O
  8.2 | 0.991 | -4.9 | 0.9 | 0.2 | -8.9 | 0.918 | 5.6 | 10.3
> CCOC(=O)C1CCN(Cc2ccc(O)c(OC)c2)CC1
  0.0 | 1.09 | -5.7 | -9.3 | 0.5 | -1.8 | 1 | -9.7 | -5.8
> CC(NC(=O)CCNC(=O)c1ccco1)c1ccccc1 (stereo not given)
  -2.3 | 0.989 | -1.2 | 1.1 | -14.5 | 10.9 | 1.02 | 23.6 | 0.0
> CC(NC(=O)c1ccccc1Cl)C(=O)OCc1cn2cc(Cl)ccc2n1 (stereo not given)
  0.0 | 1.07 | -23.4 | -7.3 | -54.4 | -2.3 | 1 | -3.0 | 5.0
> Cn1cccc1C(=O)OCc1csc(-c2ccccc2)n1
  10.6 | 0.976 | 14.9 | 2.4 | 13.5 | -2.7 | 0.894 | 15.4 | 23.4
> CC1CN(C(=S)c2cccc([N+](=O)[O-])c2)CC(C)O1 (stereo not given)
  17.1 | 1.01 | 2.3 | -1.4 | 0.4 | -1.8 | 0.829 | 17.1 | 2.8

2 compounds from above, reduced to mIAP activ.
| structure | mIAP activ |
| --- | --- |
| CCc1ccccc1NC(=O)CCS(=O)(=O)c1ccc(Br)cc1 | 1.07 |
| Cc1cc(C)c(-c2csc(NC(=O)C3=COCCO3)n2)cc1C | 0.998 |

Source: PubChem
